UHRF1 MBD2 ctr – blocks human UHRF1 binding to methylated DNA; Q96T88; UHRF1 binding to methylated oligo, TR-FRET; inhibition, % at 4.4 µM; 370,000 compounds, 0.75% hits; AID 687016; in the data active = inhibition above about 21%;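 also: UHRF1 SRA domain binding a hemimethylated CpG hairpin DNA probe; 0% = median of test compound wells and 100% = reference inhibitor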
ARFGAP1 inhibitor – rat ARFGAP1 inhibition; Q62848; inhibition, % at 16.5 µM; AID 651572; 360,000 compounds, 0.26% hits; Arfgap1-stimulated ARF1 GTP hydrolysis, GDP FP detection;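 active = inhibition above a per-plate limit, mean inhibition of low control wells plus 3 SD, cut at about 25% in these data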;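 also: 0% = DMSO wells with enzyme and 100% = wells lacking Arfgap1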
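material = rat Arfgap1 catalytic domain, aa 1-136 | also added = human ARF1(Δ1-17)-GTP substrate | compound dosing = one concentration, 16.5 µM, DMSO 1.26% | times = GTP hydrolysis reaction 2 h at 25 °C | measured by = FP, GDP Alexa 633 tracer displaced from anti-GDP antibody, 620/688 nm | evaluation = percent inhibition of Arfgap1-stimulated GTP hydrolysis | replication = single well per compound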
KLK7 zymogen act – activators of human kallikrein-7 zymogen; P49862; purified proKLK7, EDANS-DABCYL substrate fluorescence; 100% is mature enzyme control, 0% vehicle; activation, % at 7 µM; 370,000 compounds, 0.9% hits; AID 652039;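 active = activation above the mean of all tested compounds plus 3 SD, computed per campaign excluding outliers beyond control limits, cut at about 13% in these data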
ASAP1 inh – blocks human ASAP1-stimulated Arf1 GTP hydrolysis | Q9ULH1 | GDP FP detection | inhibition, % at 16.5 µM | 360,000 compounds, 0.19% hits | AID 624377; in the data active = inhibition above about 25%;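 also: 0% = vehicle with enzyme and substrate and 100% = no enzyme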
Target sequence (Q9ULH1 325-724 limits assumed): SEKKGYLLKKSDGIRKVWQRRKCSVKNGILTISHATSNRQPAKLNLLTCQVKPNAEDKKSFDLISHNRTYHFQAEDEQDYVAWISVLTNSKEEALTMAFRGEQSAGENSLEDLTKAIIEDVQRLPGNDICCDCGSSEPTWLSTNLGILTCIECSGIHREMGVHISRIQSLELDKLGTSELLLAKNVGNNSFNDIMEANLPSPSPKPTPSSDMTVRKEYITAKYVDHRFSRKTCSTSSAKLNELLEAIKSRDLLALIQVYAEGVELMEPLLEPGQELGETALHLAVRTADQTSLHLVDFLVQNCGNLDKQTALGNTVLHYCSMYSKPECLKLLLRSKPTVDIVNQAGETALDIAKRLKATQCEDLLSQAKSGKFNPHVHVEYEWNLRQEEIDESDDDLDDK
Tn6 DDE FP – DD(E)-Tn6 binding inhibition, primary FP screen; 370,000 compounds, 0.21% hits; AID 720509; inhibition, % at 8.3 µM; Fibrin DD(E) TRITC-Tn6 fluorescence polarization displacement; P02675;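 active = inhibition above a per-campaign cutoff: mean of compounds within control limits plus 3 SD, cut at about 15% in these data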;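 also: 0% = median of all compound wells on the plate and 100% = blocking peptide control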
MBD2 inh – blocks human MBD2 binding to methylated DNA; 370,000 compounds, 0.31% hits; TR-FRET, MBD2 binding to methylated oligonucleotide; Q9UBB5; AID 686964; inhibition, % at 4.4 µM; in the data active = inhibition above about 13%
PLC-beta3 inh – PLC-beta3 (human) inhibition, primary screen; Q01970; Purified PLC-beta3, fluorogenic substrate, fluorescence; inhibition, % at 12.2 µM; 370,000 compounds, 0.18% hits; AID 720704; in the data active = inhibition above about 11%;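 also: 0% = median of compound wells on plate and 100% = full blocker control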
PLCg1 inh – PLC-gamma1 (human) inhibition, primary screen. purified PLC-gamma1, fluorogenic substrate, fluorescence. AID 720700. P19174. 370,000 compounds, 0.84% hits. inhibition, % at 12.2 µM; in the data active = inhibition above about 9.5%
Tn7 DDE FP – DD(E)-Tn7 binding inhibition, primary FP screen. P02675. FP displacement of FITC-Tn7 peptide from fibrin DD(E); 0% = median of compound wells per plate. inhibition, % at 8.3 µM. 370,000 compounds, 0.13% hits;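 active = inhibition above the mean of compounds falling within the control limits plus 3 SD of them, cut at about 14% in these data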;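 also: 0% = plate median of compound wells and 100% = 10 µM Aha-Tn7 peptide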
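System: human fibrin DD(E); quantity: Fibrin-DD(E) at 2 µM final; also added: fluorescent Tn7 probe at 0.1 µM; compound dosing: single nominal test concentration of 8.3 µM per compound; schedule: 10 min preincubation, 3 h with tracer, room temperature; detection: fluorescence polarization of the labelled Tn7 tracer; repeats: one replicate per compound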
ADAM17 inh – inhibits human ADAM17 | P78536 | recombinant ADAM17, EDANS/DABCYL FRET peptide cleavage | inhibition, % at 6.95 µM | 370,000 compounds, 0.83% hits | AID 720648;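 active = inhibition above the mean of compounds lying between control limits plus 3 SD, set per campaign, cut at about 8.5% in these data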;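 also: 0% = DMSO-only wells as the low control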
Target sequence (P78536 215-824 limits assumed): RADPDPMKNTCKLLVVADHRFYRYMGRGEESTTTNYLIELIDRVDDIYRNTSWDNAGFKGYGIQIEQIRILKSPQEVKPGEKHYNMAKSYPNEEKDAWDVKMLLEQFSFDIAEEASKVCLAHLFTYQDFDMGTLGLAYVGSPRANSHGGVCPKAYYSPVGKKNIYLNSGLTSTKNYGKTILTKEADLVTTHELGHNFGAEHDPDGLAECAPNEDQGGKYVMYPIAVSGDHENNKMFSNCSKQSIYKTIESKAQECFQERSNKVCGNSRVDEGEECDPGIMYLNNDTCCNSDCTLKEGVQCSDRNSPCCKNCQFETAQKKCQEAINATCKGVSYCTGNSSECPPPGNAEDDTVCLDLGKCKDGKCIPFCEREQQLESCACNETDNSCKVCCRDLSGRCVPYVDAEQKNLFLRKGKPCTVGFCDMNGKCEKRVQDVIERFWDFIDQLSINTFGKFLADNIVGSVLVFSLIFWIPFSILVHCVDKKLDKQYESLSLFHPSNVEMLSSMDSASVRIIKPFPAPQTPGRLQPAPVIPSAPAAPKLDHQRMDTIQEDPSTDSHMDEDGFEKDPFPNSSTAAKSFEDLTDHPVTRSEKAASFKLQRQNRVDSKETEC
* = called active by the depositor; i = inactive; · = no result given. Compounds as they come; overall some 4.1% were active at least once.

SMILES	UHRF1 MBD2 ctr	ARFGAP1 inhibitor	KLK7 zymogen act	ASAP1 inh	Tn6 DDE FP	MBD2 inh	PLC-beta3 inh	PLCg1 inh	Tn7 DDE FP	ADAM17 inh
O=C(Nc1cc(S(=O)(=O)N2CCOCC2)ccc1N1CCOCC1)c1cccs1	1	-6	0.4	-13	-4	-2	-5	1	1	-3
Cc1[nH]c2ccccc2c1/C=C/c1nc2ccccc2c(=O)n1-c1ccc([N+](=O)[O-])cc1	2	-1	-1.1	9	0	2	-3	-5	-2	-3
CCN(CC(=O)NCc1cccs1)C(=O)c1cccc(S(=O)(=O)Nc2ccc(OC)cc2)c1	-1	1	0.0	2	-6	2	2	-1	7	-3
COc1ccc(S(=O)(=O)N2CCC(C(=O)NCc3cccnc3)CC2)cc1Cl	-1	9	0.2	0	-1	4	-4	0	1	-2
CCOC(=O)c1sc2nc(OCCN3CCOCC3)cc(C)c2c1N	1	2	1.2	-5	-2	1	i	i	0	-125
CN1C(=O)/C(=N\OC(=O)c2ccccc2Cl)c2ccccc21	-3	-8	-0.1	6	5	0	3	1	1	2
CCOC(=O)C(NC(=O)c1ccccc1)(OCc1ccccc1)C(F)(F)F (configuration not stated)	-2	2	-0.8	-9	7	0	2	1	3	1
Cc1ccc(C)c(N2CCN(CCCNC(=O)Cn3c(=O)c4cccn4c4cccnc43)CC2)c1	0	6	-0.2	5	1	-2	-5	5	0	0
CC1CN=C(N(Cc2ccccc2)C(=O)Nc2ccccc2)S1 (configuration not stated)	-2	-14	-0.1	-9	3	2	-2	-3	2	-9
Cc1ccc(S(=O)(=O)CC(=O)c2ccccc2)cc1	-2	1	0.0	2	-5	3	4	4	7	1
COc1ccc2c(c1)OC1(C)CC2C(C(=O)c2ccccc2OC)C(=O)N1 (configuration not stated)	-2	12	-0.1	-8	3	2	4	-3	0	-1
CCOC(=O)c1cccc(Nc2nc(-c3cccnc3)nc3ccccc23)c1	0	17	-8.2	8	3	-5	-442	-381	2	-23
FC(F)(F)Oc1cccc(Cn2ccc3ccc(-c4ccc5ccn(Cc6ccccc6)c5c4)cc32)c1	-6	·	-2.1	·	-3	-6	-77	-57	7	-16
Cc1nccn1CCCNC(=O)CC1C(=O)NCCN1Cc1ccc(F)cc1Cl (configuration not stated)	-1	-11	-0.3	-8	6	-5	-12	-3	1	-2
CC(C)S(=O)(=O)c1csc(NC(=O)Nc2cc(Cl)ccc2Cl)c1Cl	0	8	0.1	-1	-5	0	-3	0	0	-5
COc1cc(C(=O)N2CCCC(c3nc(-c4cccs4)no3)C2)cc(OC)c1OC (configuration not stated)	1	1	0.1	4	-15	2	3	1	-3	-4
O=C(CN1C(=O)CSc2ccc(S(=O)(=O)N3CCOCC3)cc21)N1CCCCC1	0	-1	0.5	-7	6	0	-6	-1	0	-1
CC(=O)Nc1ccc(NC(=O)CSc2nnc(COc3ccccc3C)n2CC2CCCO2)cc1 (configuration not stated)	1	4	-0.1	-5	-3	2	-5	1	5	-4
CCOc1ccc(NC(=O)c2ccc(N3CC4CC(C3)c3cccc(=O)n3C4)c(NC(=O)CCN3CCOCC3)c2)cc1 (configuration not stated)	2	-8	1.0	1	-2	-5	-7	5	3	3
COc1ccc(NC(=O)C2CCCN2c2ccc(OC)c(OC)c2)cc1OC (configuration not stated)	-2	-11	0.0	10	1	-6	-4	-3	-1	-2
COc1ccc(CCNC(=O)Cn2cnc3scc(-c4ccccc4)c3c2=O)cc1OC	-2	4	-0.6	8	-5	-5	5	-2	-8	1
C[C@@H]1CN([C@@H](C)CO)S(=O)(=O)c2ccc(Br)cc2O[C@@H]1CN(C)C(=O)C1CC1	4	-1	-0.6	-7	-5	7	-2	0	0	-2
CSc1ncccc1C(=O)OCC(=O)N1CCOCC1	1	0	0.0	-1	1	2	1	0	8	-4
COCCNC(=O)CSc1ccc(-c2nc3ccccc3[nH]2)cn1	2	-4	-0.4	-5	-5	-1	-42	-24	-1	-67
COC(=O)C1=C(C(=O)OC)SC2(S1)C(C(=O)OC)=C(C(=O)OC)SC1=C2c2cccc(C)c2NC1(C)C	-10	-10	0.5	17	3	-6	1	7	-2	13*
COc1ccccc1C(=O)Nc1ccnn1C1CCN(Cc2ccn[nH]2)CC1	3	0	0.2	20	-3	0	-6	-4	-9	0
O=C(NCc1ccccc1)c1noc2c1CCCC2	0	4	0.6	2	2	-2	4	4	-4	0
NNC(=O)CS(=O)(=O)c1ccc(Cl)cc1	3	13	-0.3	8	2	-2	-4	4	-8	1
COC12NC(=O)N(C)C1(OC)C(=O)N(C)C(=O)N2C (configuration not stated)	2	8	0.4	7	3	2	5	4	-5	4
CN1CCC(=O)N([C@H](COc2ccccc2)Cc2ccccc2)CC1	0	4	0.0	-2	-5	8	2	1	-1	-1
O=S1(=O)CCOCCCN1Cc1ccccc1Br	0	5	0.0	-4	0	-5	1	1	-9	1
Cc1ccc(/C=N/Nc2ncnc3nc[nH]c23)cc1	-2	7	0.6	0	7	-7	-2	2	3	2
COc1cccc(C#Cc2c(C=O)n(C)c3ccccc23)c1	-2	-5	-1.1	8	7	-7	-41	-37	1	-4
c1ccc(-n2c(SCc3cccc4ccccc34)nnc2-c2ccccn2)cc1	-1	·	0.1	·	9	1	-2	3	-3	9.2*
c1ccc2nc3c(nc2c1)CCc1nonc1-3	-4	10	0.0	-10	-5	2	3	-2	0	-3
Cc1ccc(S(=O)(=O)NC(=O)NC(C)c2ccc(F)cc2)cc1 (configuration not stated)	-1	7	-1.0	3	-3	-5	-3	0	-12	0

Quoted at random: 3 compounds from above, in no set order.
SMILES	UHRF1 MBD2 ctr	ARFGAP1 inhibitor	KLK7 zymogen act	ASAP1 inh	Tn6 DDE FP	MBD2 inh	PLC-beta3 inh	PLCg1 inh	Tn7 DDE FP	ADAM17 inh
Cc1ccc(S(=O)(=O)NC(=O)NC(C)c2ccc(F)cc2)cc1 (configuration not stated)	-1	7	-1.0	3	-3	-5	-3	0	-12	0
NNC(=O)CS(=O)(=O)c1ccc(Cl)cc1	3	13	-0.3	8	2	-2	-4	4	-8	1
O=S1(=O)CCOCCCN1Cc1ccccc1Br	0	5	0.0	-4	0	-5	1	1	-9	1

More records.
SMILES	UHRF1 MBD2 ctr	ARFGAP1 inhibitor	KLK7 zymogen act	ASAP1 inh	Tn6 DDE FP	MBD2 inh	PLC-beta3 inh	PLCg1 inh	Tn7 DDE FP	ADAM17 inh
O=C(NC(=S)Nc1nc(-c2cccc([N+](=O)[O-])c2)cs1)c1cc(Cl)ccc1Cl	0	-6	-0.1	-1	1	0	1	-2	11	-28
CCN(C(=O)CSc1nc(N)cc(=O)[nH]1)C1CCS(=O)(=O)C1 (configuration not stated)	-2	3	0.5	9	3	0	1	5	0	-4
C/C(N)=C(/C#N)C(=O)COC(=O)c1ccccc1Cc1ccccc1	-3	1	-0.4	8	-1	-2	-3	0	0	5
COc1ccc(NS(=O)(=O)c2cccc(C(=O)NNC(=O)c3cncc(Br)c3)c2)cc1	-2	-8	-0.4	-5	-3	-3	-8	0	-1	-4
CCC(NC(=O)NC1CCCCC1)c1ccccc1 (configuration not stated)	-2	7	-1.0	9	2	1	12*	9.5*	-3	5
O=C(CCNS(=O)(=O)c1ccc(Cl)cc1)N1CCCC1	0	10	-0.2	2	8	6	-3	3	1	-1
COCCn1nnnc1C(c1cc(OC)ccc1OC)N1CCc2ccccc2C1 (configuration not stated)	-10	-2	-0.2	7	6	3	2	-2	1	-2
O=C(Nc1sc2c(c1C(=O)O)CCC2)c1ccccc1	12	-1	0.4	-4	-8	4	-92	-91	-4	-4
O=C(Nc1cccc(NC(=O)c2cccnc2)c1)c1ccccc1	-1	7	-0.4	7	0	6	-7	0	5	0
Cc1sc2nc(C3CC3)nc(SCC(=O)NCc3ccco3)c2c1C	0	-6	-0.2	-3	-7	2	-2	-1	1	-2
CCOc1cc(C)c(S(=O)(=O)N2CCCCC2)cc1C	1	-7	0.1	14	-5	7	-14	1	4	-3
CCCN(C(=O)/C=C/c1ccco1)c1c(N)n(Cc2ccccc2)c(=O)[nH]c1=O	-1	8	0.4	-20	-2	0	-2	-1	3	-2
O=C(O)c1cnn(-c2nc(-c3ccc(Br)cc3)cs2)c1C(F)(F)F	-2	-6	-0.1	6	12	-1	-35	-16	7	-19
N/C(=N/OC(=O)c1ccccc1F)c1nonc1N	-3	0	0.6	15	0	1	2	4	-2	0
CCN(Cc1ccccc1)C(=O)c1ccc(CS(=O)c2ccccc2C)o1 (configuration not stated)	0	7	0.1	-16	2	6	-6	3	1	2
CCCn1nnnc1NCc1cccc(OC)c1OCC	5	-2	0.0	-2	3	2	4	2	-1	0
CC(NC(=O)Nc1ccc2c(c1)OCO2)C1CCCO1 (configuration not stated)	0	5	-0.2	13	-5	-2	-3	1	-2	-1
O=C(NCCS(=O)(=O)N1CCN(c2ccccc2)CC1)c1cccc(F)c1	-1	-11	-0.6	0	-4	-2	-5	0	0	2
O=C(COc1ccccc1)Nc1ccccc1N1CCN(c2ccc(F)cc2)CC1	18	-2	0.6	9	-5	0	-6	1	5	-1
COc1ccccc1N=c1sc2ccccc2n1C	1	6	0.0	-18	4	-6	0	-2	1	0
Cc1cn([C@H](C(=O)NCCCCCCCCCCC(=O)N2CCNCC2)[C@@H](C)O)nn1	-3	-10	-0.1	19	-7	1	1	0	-2	-5
O=C(c1ccc(COc2ccccc2Br)o1)N1N=C(C(F)F)CC1(O)C(F)F (configuration not stated)	1	-4	0.0	-1	2	4	-44	-40	3	1
CC(=O)NCCc1ccc(C(=O)Cn2cnc3ccccc3c2=O)cc1	5	-2	0.3	1	5	-7	-13	6	-6	0
COC(=O)c1cc(C(=O)OC)n(Cc2ccc(Br)cc2)n1	-1	-8	0.7	0	13	4	2	6	4	-1
CN(C(=O)C1CCOC1)c1nnc(-c2ccccn2)s1 (configuration not stated)	3	-1	41*	-6	-7	3	-6	-5	11	-31
Cc1ccc(NC(=O)CSc2nnnn2C)cc1S(=O)(=O)N1CCCCC1	2	9	-0.2	-9	10	1	-1	1	5	-5
Nc1c(N(CCC2=CCCCC2)C(=O)Cc2ccccc2F)c(=O)[nH]c(=O)n1Cc1ccccc1	-2	-11	0.1	-2	3	-5	-6	2	-3	-9

Structures from the list above with a COOH group (two):
SMILES	UHRF1 MBD2 ctr	ARFGAP1 inhibitor	KLK7 zymogen act	ASAP1 inh	Tn6 DDE FP	MBD2 inh	PLC-beta3 inh	PLCg1 inh	Tn7 DDE FP	ADAM17 inh
O=C(Nc1sc2c(c1C(=O)O)CCC2)c1ccccc1	12	-1	0.4	-4	-8	4	-92	-91	-4	-4
O=C(O)c1cnn(-c2nc(-c3ccc(Br)cc3)cs2)c1C(F)(F)F	-2	-6	-0.1	6	12	-1	-35	-16	7	-19

Screening results (PubChem BioAssay)
